ARNT-TACC3 inh = disruptors of ARNT/TACC3 protein interaction, primary screen, biochemical, AlphaScreen, single concentration; inhibition, % at 9.99 µM; actives 0.66% (n = 390,000); Transforming acidic coiled-coil-containing protein 3 (Homo sapiens), Q9Y6A5; AlphaScreen His-ARNT PAS-B/GST-TACC3 binding, luminescence; TACC3 fragment carries E629A point mutation; AID 623870, 2012;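 active means mean inhibition of replicates at least 50% and at least half of replicates each reaching 50%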;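 further: 0% = complete ARNT plus TACC3 wells and 100% = ARNT alone without TACC3; many hits fall short of the cut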
Numbers without * were called inactive. Not all compounds are listed; rates above refer to the full screens.

structure	ARNT-TACC3 inh
COc1ccc(N(C(=O)CNC(=O)c2ccco2)C(C(=O)NC2CCCCC2)c2ccco2)cc1 (stereo unspecified)	0
CCCCOc1ccc(C(C)NC(=O)C2CCCN(S(=O)(=O)CC)C2)cc1 (stereo unspecified)	-5
CCCOc1ccc(S(=O)(=O)NCc2ccc(OC)cc2)cc1	1
O=C(COC(=O)C1CCCN1C(=O)c1cccs1)Nc1ccc2c(c1)OCO2 (stereo unspecified)	4
COc1cc2cc(CN(CCN3CCCC3)C(=O)Nc3ccc(F)cc3)c(=O)[nH]c2cc1OC	-2
O=C(NCC(c1cccnc1)N1CCN(c2ccccc2F)CC1)c1cccc(Cl)c1 (stereo unspecified)	13
CCOc1ccccc1NC(=O)C1CCCN1C(=O)OCc1ccccc1 (stereo unspecified)	-2
Cc1ccc(CS(=O)(=O)CCC(=O)NCCCOC(C)C)cc1	-2

Sorted by SMILES length (ascending): four of the compounds above
structure	ARNT-TACC3 inh
CCOc1ccccc1NC(=O)C1CCCN1C(=O)OCc1ccccc1 (stereo unspecified)	-2
O=C(COC(=O)C1CCCN1C(=O)c1cccs1)Nc1ccc2c(c1)OCO2 (stereo unspecified)	4
O=C(NCC(c1cccnc1)N1CCN(c2ccccc2F)CC1)c1cccc(Cl)c1 (stereo unspecified)	13
COc1cc2cc(CN(CCN3CCCC3)C(=O)Nc3ccc(F)cc3)c(=O)[nH]c2cc1OC	-2

(listing goes on)
structure	ARNT-TACC3 inh
O=C1CC(c2ccccc2)CC(O)=C1C=NC1CCCCC1 (stereo unspecified)	-14
CC1CCN(C(=O)C2CCN(CC(C)c3ccccc3)CC2)CC1 (stereo unspecified)	-3
CCOC(=O)c1c(NC(=O)CN2CCN(c3ccc(Cl)cc3)CC2)sc(C)c1C	2
CCCc1nc2ccccc2c2nc(N)nn12	0
COCCNC(=O)CCCCCN1C(=O)CCC1=O	-8
COc1ccc(C(C(=O)NC2CCCC2)N(C(=O)c2snc(-c3ccc(F)cc3)c2N)c2ccc(OC)cc2)cc1 (stereo unspecified)	-5
Cc1cc(C(=O)N2CCN(C(=O)C3CCCO3)CC2)no1 (stereo unspecified)	-4
CCOc1ccc(C(=O)c2ccc(OCC)c(N)c2)cc1N	1
Cc1cc(C)n(-c2c(F)c(F)c(CN3CCOCC3)c(F)c2F)n1	-4
C=C(C)CSc1nc2nc(C)cc(C)n2n1	2
COc1ccc(-c2cc(=O)oc3cc(OC(C)C(=O)O)ccc23)cc1 (stereo unspecified)	-5
Cc1ccc(SCC(=O)N2c3ccccc3Sc3ccccc32)cc1	1
O=C(CCN1C(=O)COc2ccccc21)NCCCN1CCN(c2ccccc2F)CC1	8
CC(=O)Nc1cccc(NC(=O)c2sc3ncn(CC(=O)N4CCCCC4)c(=O)c3c2C)c1	-9
CCCN(CC(=O)c1cc(C)n(C)c1C)S(=O)(=O)c1cccc(C(F)(F)F)c1	-5
N#Cc1c(C(F)(F)F)cc(-c2ccccc2)nc1SCC(=O)Nc1sc2c(c1C#N)CCC2	-3

Looked up by compound from the entries so far (7):
structure	ARNT-TACC3 inh
COc1ccc(N(C(=O)CNC(=O)c2ccco2)C(C(=O)NC2CCCCC2)c2ccco2)cc1 (stereo unspecified)	0
O=C(NCC(c1cccnc1)N1CCN(c2ccccc2F)CC1)c1cccc(Cl)c1 (stereo unspecified)	13
O=C1CC(c2ccccc2)CC(O)=C1C=NC1CCCCC1 (stereo unspecified)	-14
CC1CCN(C(=O)C2CCN(CC(C)c3ccccc3)CC2)CC1 (stereo unspecified)	-3
O=C(CCN1C(=O)COc2ccccc21)NCCCN1CCN(c2ccccc2F)CC1	8
CC(=O)Nc1cccc(NC(=O)c2sc3ncn(CC(=O)N4CCCCC4)c(=O)c3c2C)c1	-9
CCOc1ccccc1NC(=O)C1CCCN1C(=O)OCc1ccccc1 (stereo unspecified)	-2

Additional results follow.
structure	ARNT-TACC3 inh
CCCC(=O)Nc1ccc(NC(=O)CCc2ccccc2)cn1	-1
COC(=O)c1c(NC(=O)COC(=O)Cn2cnc3ccccc32)sc(C)c1C	-2
Cc1ccc(C(C)C)c(OCC(=O)N2CCOCC2)c1	-1
Cc1ccc(-c2noc(CCC(=O)NCC3CCCO3)n2)cc1 (stereo unspecified)	2
CCC(NC(=O)NCc1ccc2c(c1)OCO2)(C(F)(F)F)C(F)(F)F	-15
CCn1cc(C(=O)OCC(=O)Nc2cccc(S(=O)(=O)N3CCOCC3)c2)c(=O)c2ccc(C)nc21	25
COc1ccc2c(c1)-c1nc(NC(=O)c3cccs3)sc1CC2	-1
CCOc1ccc(CCNC(=O)Cc2nn[nH]n2)cc1OCC	-3
O=C(CCc1nc(-c2ccccc2F)no1)NC1CCN(Cc2ccccc2)CC1	0
Cc1ccccc1Cn1cnc2c(nnn2Cc2ccc(F)cc2)c1=O	3
Cc1ccc2occ(/C=C/C(=O)O)c(=O)c2c1	4
O=c1nc(NC2CCCC2)ccn1Cc1cccc(Br)c1	6
Cn1c(=O)n(C)c2cc(NS(C)(=O)=O)ccc21	-2
COc1ccccc1C1C=C(c2ccc(Cl)cc2)Nc2nc(N3C(=O)CCC3=O)nn21 (stereo unspecified)	6
N#CNC1=NCN(CCc2ccccc2)CN1	-1
CCn1c(COc2ccc(Cl)cc2)nnc1SCc1ccc(C#N)cc1	-4
CCCCN1CN=C(Nc2nc3ccccc3o2)NC1	3
COC(=O)c1ccc(NC(=O)CSc2nncn2C)cc1	-8
CCOC(=O)N1CCN(C(=O)C2CCN(S(=O)(=O)c3cc(Cl)ccc3Cl)CC2)CC1	-7
CCC(=O)c1ccccc1OCCSc1nc(C)cc(=O)[nH]1	5
Cc1ccc(/C=C/C(=O)c2c(C)nc3ccccn23)cc1	2
c1ccc(Cc2nnc3n2CCCCC3)cc1	-10
Cc1ccc(OCC(=O)NN2C(=O)c3ccccc3C2=O)c(C)c1	-5
O=C(COC(=O)c1ccc([N+](=O)[O-])s1)NNC(=O)c1ccccc1	42*
CCOc1ccc(N(C(C)C(=O)Nc2ccc(OC)cc2)S(C)(=O)=O)cc1 (stereo unspecified)	5
CCOc1ccc(C(=O)OCC(=O)c2c(N)n(C)c(=O)n(C)c2=O)cc1OCC	-15
Cc1ccnc(SCC(=O)Nc2c(C)n(C)n(-c3ccccc3)c2=O)n1	-6
CN(C)CCNc1nc(-c2ccccc2)nnc1C(F)(F)F	4
COc1ccc2c(c1)Cc1sc(NC(=O)c3cccs3)nc1-2	2
CCCS(=O)(=O)N1CCCC(C(=O)NCCCOCC)C1 (stereo unspecified)	5
C(=N\N1CCN(Cc2cccc3ccccc23)CC1)/c1ccco1	12
O=C(CSc1nc2ccc(S(=O)(=O)N3CCOCC3)cc2[nH]1)N1CCOCC1	-2
CC(=O)NCCOc1cccc2ccccc12	-5
O=C(c1ccc(NS(=O)(=O)c2ccccc2)cc1)N1CCCC1	-1
Cc1ccc(-c2nnc(SCC(=O)Nc3nccs3)n2N)cc1	-10
O=C1NC(=O)/C(=C\c2ccccc2Oc2ccc(F)c(F)c2)S1	-7
CS(=O)(=O)C1=NN2C(=N)/C(=C\c3ccc(OCCOc4ccccc4)cc3)C(=O)N=C2S1	-3
O=S(=O)(NC1CCCC1)c1cccc(-c2nnc(-c3ccccc3)o2)c1	0
CC(Cc1cccs1)NC(=O)Nc1ccc(F)cc1 (stereo unspecified)	-12
CCCN1C2=NCCN2c2ccccc21	-6
Cn1c(=O)oc2cc(S(=O)(=O)N3CCC(C(=O)Nc4ccc(OC(F)(F)F)cc4)CC3)ccc21	-2
Cc1cc(Nc2ccccc2)n(-c2cccc(Cl)c2)n1	-9
Cc1cccc(N2C(=O)c3cccc4c(N(C)CCO)ccc(c34)C2=O)c1	0
COc1ccccc1CC(=O)N1CCN(c2ccccn2)CC1	-5
CCOC(=O)C1=C(N)Oc2cc(C)oc(=O)c2C1c1cccnc1 (stereo unspecified)	-6
CC(C)C(=O)N(Cc1cc2ccccc2[nH]c1=O)C(C)(C)C	-2
Cc1ccc(CO/N=C\Cc2snc(Sc3ncc(C(F)(F)F)cc3Cl)c2C#N)cc1	0
Cc1ccc(CSc2nc3ncccc3[nH]2)cc1	0
CCOC(=O)N1CCN(C(=O)CNC(=O)Cc2ccc(Cl)cc2)CC1	-2
CC1(C)OC(=O)C(=CNCC(O)c2ccccc2)C(=O)O1 (stereo unspecified)	-2
O=C(CSc1nnc(-c2cccnc2)n1C1CCCCC1)NC1CCCCC1	-6
CCOc1ccc(CNc2ncnc(N)n2)cc1	-1
O=C(NCCN1CCOCC1)C1CCC(=O)N1C1CCCCC1 (stereo unspecified)	-7
O=C(CCCCCn1c(=S)[nH]c2cc3c(cc2c1=O)OCO3)N1CCN(C2CCCCC2)CC1	18
Cc1ccc(-n2c(=O)c3sccc3n(CC(=O)NCc3ccco3)c2=O)cc1	-5
Cc1sc2nc(SC(C)C)nc(N)c2c1C	-1

Next structures:
structure	ARNT-TACC3 inh
COC(=O)c1ccc(NC(=O)C2CCN(S(C)(=O)=O)CC2)cc1	-3
Cc1cc(=O)n(CC(C)O)c(O)c1C#N (stereo unspecified)	-4
Cn1c(C(=O)OC(C(=O)NC2CCCC2)c2cccnc2)cc2sccc21 (stereo unspecified)	-43
CCOC(=O)N1CCN(C(=O)CN(Cc2ccccc2)S(=O)(=O)c2ccc(OC)c(C)c2)CC1	-9
CC1(C)CC(=O)C(C=NCCN2CCN(C(=S)Nc3ccc(F)cc3)CC2)=C(O)C1	5
O=C(NCC(=O)N(CC1CCCO1)C(C(=O)NC1CCCC1)c1cccnc1)c1ccco1 (stereo unspecified)	-3
O=C(O)COc1ccc2c(-c3ccccc3)cc(=O)oc2c1	-7
CCN(CC)CCCNC(=O)C1c2cc(OC)c(OC)cc2C(=O)N(C)C1c1cccs1 (stereo unspecified)	1

Further results follow:
Molecule | ARNT-TACC3 inh
COc1ccc(NC(=O)c2ccc(S(=O)(=O)N3CCOCC3)cc2)c(OC)c1 | -3
Cc1ccc(S(=O)(=O)Cc2cc(F)c([N+](=O)[O-])cc2[N+](=O)[O-])cc1 | -1
CCc1ccc(/C(C)=N/Nc2cc(Cl)nc(C)n2)cc1 | 16
Cc1nc2ccccn2c1/C(O)=C1\C(=O)C(=O)N(CCN2CCOCC2)C1c1cccnc1 (stereo unspecified) | 3
O=C(Nc1ccc(S(=O)(=O)N2CCC(C(=O)NC3CCCCC3)CC2)cc1)c1ccco1 | 0
CCC(c1nnnn1Cc1ccco1)N(CCc1ccccc1)Cc1cc2ccc(OC)cc2[nH]c1=O (stereo unspecified) | 5
CCCCNC(=O)CN(CCc1ccccc1)S(C)(=O)=O | -4
COc1ccc(C)cc1N(C(=O)CNC(=O)c1ccco1)C(C(=O)NC1CCCC1)c1cccnc1 (stereo unspecified) | 0
CCN(CC)C(=O)CSc1nnc(CCCCCNC(=O)OC(C)(C)C)o1 | 29
O=C(O)c1ccc(NCc2cccnc2)cc1 | -6
Cc1ccc(C(=O)NC(Cc2c[nH]c3ccccc23)C(=O)O)o1 (stereo unspecified) | 2
C=C[C@]1(C)C=C2CCC3[C@](C)(CCC[C@@]3(C)C(=O)O)C2CC1 (stereo partly specified) | -4
C/C(=N\Nc1nc(N)cc(Cl)n1)c1cccc([N+](=O)[O-])c1 | 7
COc1cccc(-c2nnc3sc(-c4cccs4)nn23)c1 | -5
Cc1ccc(NC(=O)CC(=O)NCCN2CCOCC2)cc1 | -6
CC(=O)N1c2c(cc(Br)cc2S(=O)(=O)N2CCOCC2)CC1C (stereo unspecified) | 2
CCc1ccc(NC(=O)CNC(=O)c2cn(-c3ccccc3OC)c(=O)c3ccccc23)cc1 | -3
CCOc1c(N2CCCCC2)c(=O)c1=O | -2
O=c1c2ccccc2nc2ccc(NCc3ccco3)nn12 | 26
CN1CCN(S(=O)(=O)c2ccc(NC(=S)NC(=O)c3ccccc3)cc2)CC1 | 4
Cc1nnc(SC(C)C(=O)Nc2ccc(S(=O)(=O)N3CCCCC3)cc2)s1 (stereo unspecified) | 0
Cc1nc(SCC(=O)Nc2ccccc2C(F)(F)F)c2c(=O)n(C)c(=O)n(C)c2n1 | -4
C=CCn1c(SC(C)C(=O)NCCC2=CCCCC2)nc2ccccc2c1=O (stereo unspecified) | -11
O=C(CSc1nnc(Cn2nnc3ccccc32)o1)N(Cc1ccc(F)cc1)c1ccccc1 | 2
Cn1c(=O)n(C)c2cc(S(=O)(=O)NCCc3ccccc3)ccc21 | -3
O=C1CC(C(F)(F)C(F)(F)C(F)(F)F)=Nc2ccccc2N1 | -7
C=CCc1cccc2cc(C(=O)NCc3cccnc3)c(=O)oc12 | -4
CCN1CCCC1CNCc1ccc(Cl)cc1Cl (stereo unspecified) | -3
NC(=O)c1sc2nc(N3CCCCC3)c3c(c2c1N)CCCC3 | -4
COc1cc(C)nc(N2CCC(C(N)=O)CC2)n1 | -3
CC1CCN(C(=O)c2cccc(S(=O)(=O)N3CCCCC3)c2)CC1 | -21
CCCn1c(SCC(=O)Nc2cc(Cl)ccc2OC)n[nH]c1=O | -7
Cc1ccc(C)c(C(=O)NC2CC(C)(C)NC(C)(C)C2)c1 | 4
COC(=O)NCc1ccc(S(=O)(=O)N2CCOCC2)cc1 | -6
Cc1ccc2nc(NCCO)nc(-c3ccccc3)c2c1 | 4
CCOC(=O)COc1ccc(S(=O)(=O)NCc2ccncc2)cc1 | -9
Cc1cc2c(c(=O)o1)C(C13C=CC(CC1)C3)C(C#N)=C(N)O2 (stereo unspecified) | 1
O=C(Nc1ccc(N2CCOCC2)cc1)c1cccc(S(=O)(=O)N2CCC(Cc3ccccc3)CC2)c1 | -3
CC(OC(=O)CNC(=O)C12CC3CC(CC(C3)C1)C2)C(=O)Nc1ccc(N2CCOCC2)cc1 (stereo unspecified) | 6
CCSc1nnc(NC(=O)C(CC)(C(F)(F)F)C(F)(F)F)s1 | -6
CCOC(=O)c1c(C(F)(F)C(F)(F)C(F)(F)C(F)(F)F)n[nH]c1C | -2
COc1ccc(C(=O)c2nccc3cc(OC)c(OC)cc23)cc1OC | 32
COc1ccc(C(=O)/C=C/Nc2ccc(NC(C)=O)cc2)cc1OC | 8
